From PubChem
S3 lipid droplet – qHTS Assay for Lipid Storage Modulators in Drosophila S3 Cells; Drosophila S3 cells, BODIPY lipid droplet fluorescence, 18-24 h; cells fed with added oleic acid; actives 0.64% (n = 320,000); Potency in µM for hits, for the others lipid storage change, negative = inhibition, % at the top dose, mostly 46.1 µM; active = well fitted inhibition curve with a large enough effect in the signal ratio, with a control signal flat, not every such curve was filed as active; inconclusive = small, poorly fitted or top-dose-only effect, or effect the other way, or a change in a side signal; the % refers to the signal ratio
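Drosophila S3 cells got compounds at several concentrations plus oleic acid (400 uM solution). Laser-scanning cytometry with 488 nm excitation read lipid droplets at 500-530 nm and cells at 575-640 nm. Percent activity was relative to 20 uM Triacsin C.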
S3 lipid droplet cell count max – further read-out of S3 lipid droplet, marked with its call; cell number change, %; measured here: cell count max response;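 cells counted by Cell Tracker Red CMTPX staining in the red channel; peak over a dose series mostly up to 46.1 µM; percent activity relative to internal control wells on each plate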
Numbers without * were called inactive; i = inactive; ? = inconclusive; nt = no result given; [ ] = another dose, or the depositor's remark. % is scaled to controls: 0 for no effect and ±100 for the full control effect; potency is read from the fitted curve at half-maximal effect. A portion of the library, so the mix of outcomes need not match the whole.

SMILES | S3 lipid droplet | S3 lipid droplet cell count max
O=c1[nH]c(NCc2ccccc2)nc2c1CCCC2 | ? | nt
CN(CC(=O)Nc1ccccc1Cl)C(=O)COC(=O)/C=C/c1ccc(C(F)(F)F)cc1 | 2.6% | 18.6
CCCCn1nnnc1SCC(=O)Nc1sc2c(c1C#N)CCCC2 | ? | nt
Brc1ccc(-c2nnc3sc(CN4CCN(c5ccccc5)CC4)cn23)cc1 | ? | nt
CC(=O)N1c2ccc(S(=O)(=O)N3CCC(C(=O)N4CCCCC4)CC3)cc2CC1C (stereo unspecified) | ? | nt
COc1ccc(C2c3cc(OC)c(OC)cc3CCN2C(=O)c2cccc([N+](=O)[O-])c2)cc1OC (stereo unspecified) | ? | nt
COc1ccccc1NC(=O)C(C)OC(=O)C1CCN(S(=O)(=O)c2ccc(C)c(C)c2)CC1 (stereo unspecified) | ? | nt
O=C(O)c1cnccn1 | 8.0% | 4.3
C=CCNC(=O)C1CC(=O)N(c2ccc(OCC(=O)Nc3c(C)cccc3C)cc2)C1 (stereo unspecified) | ? | nt
Cc1onc(-c2ccccc2Cl)c1C(=O)Nc1ncn[nH]1 | ? | nt
COc1ccc2c(Cl)c(C(N)=O)sc2c1 | i | -10.1
CC(=O)Nc1ccc(/C=C/c2nc(-c3ccccc3O)n[nH]2)cc1 | ? | nt
CCN(CC(=O)Nc1ccc(NC(C)=O)cc1)C(=O)CCCSc1nc2ccccc2[nH]1 | i | nt
COc1ccc(C2NCCc3sccc32)cc1 (stereo unspecified) | ? | nt
CCOC(=O)c1cccc(NC(=O)c2cnccn2)c1 | i | -17.6
Cc1noc(C)c1COC(=O)c1cccnc1Cl | 6.6% | 19.6
CCCCOC(=O)c1ccc(NC(=O)CSC2=Nc3ccccc3C3CC=NN23)cc1 (stereo unspecified) | ? | nt
Cc1cnc(C(=O)OCC(=O)c2ccc[nH]2)cn1 | -12.7%[0.0737 µM] | 14.8
O=C(C1COc2ccccc2O1)N1CCN(c2ccccn2)CC1 (stereo unspecified) | ? | nt
CC1CCCCN1CCCNC(=O)C1CCN(c2nnc(-n3cccc3)s2)CC1 (stereo unspecified) | ? | nt
Cc1oc(C(=O)O)cc1COc1ccc2c3c(c(=O)oc2c1)CCC3 | i | 24.8
O=C(COc1ccccc1-c1ccccc1)NCc1cccc(Cl)c1 | -3.2% | -2.1
COc1ccccc1NC(=O)CCNS(=O)(=O)c1ccc2c(c1)CC(C)N2C(=O)C1CC1 (stereo unspecified) | i | 3.6
CCSc1nc2sc3c(c2c(=O)n1CC)CC(C)(C)OC3 | ? | nt
CC(C)[C@H](NC(=O)c1ccccc1)C(=O)O | -0.1% | 17.8
Cc1cnc(CN(C)C(=O)c2ccc3oc(Cc4ccc(Cl)cc4)nc3c2)[nH]1 | ? | nt
CCOC(=O)C1=C(CN2CCN(C(=O)c3ccco3)CC2)NC(=O)NC1c1ccccc1 (stereo unspecified) | ? | nt
CCC(C(=O)NCCc1ccccc1)c1ccccc1 (stereo unspecified) | ? | nt
CCOC(=O)C1CCCN(C(=O)/C=C/c2ccc(OC)cc2)C1 (stereo unspecified) | 26.2% | 17.7
Cc1ccc(F)cc1NC(=O)C1C2CCC(O2)C1C(=O)O (stereo unspecified) | ? | nt
C=CCn1c(SCC(=O)Nc2cccc3ccccc23)nnc1-c1cnccn1 | -19.5% | -2.1
NS(=O)(=O)c1ccc(NC(=S)Nc2cc(Cl)c(Cl)cc2Cl)cc1 | 10.4% | 10.5
c1ccc2sc(NCC3CCCO3)nc2c1 (stereo unspecified) | ? | nt
Cc1ccc(C)c(S(=O)(=O)N2CCCCC2CCNC(=O)C(=O)NC2CC2)c1 (stereo unspecified) | ? | nt
CCCc1ccc(NC(C)C(=O)Nc2ccc(S(=O)(=O)N3CCOCC3)cc2)cc1 (stereo unspecified) | ? | nt
Cc1cc(C)c(NC(=O)C2CC(=O)N(C(C)C)C2)c(C)c1 (stereo unspecified) | ? | nt
NC(=O)CSc1nc2ccccc2c(=O)n1Cc1ccco1 | 9.8% | 11.6
CCC(C)N(C(=O)COC(=O)C1C(C(=O)OC)=C(C)NC(C)=C1C(=O)OC)C1CCS(=O)(=O)C1 (stereo unspecified) | ? | nt
COc1ccc(NC(=O)C2CCCN2S(=O)(=O)c2cccc3nsnc23)c(OC)c1 (stereo unspecified) | i | -24.1
COc1ccc(OCC(=O)NS(=O)(=O)c2ccc(Cl)cc2)cc1 | ? | nt
CC1=C(C(=O)OCC(C)C)C23C(=O)c4ccccc4C2(O1)OC(N)=C3C#N (stereo unspecified) | ? | nt
CC(C)(C)NC(=O)Cn1c(-c2nonc2N)nc2ccccc21 | ? | nt
Cc1cccn2c(CN(C)C3CCOC3)c(C(=O)N3CCCCC3)nc12 (stereo unspecified) | 1.0% | 0.3
O=C1/C(=C2\C(=O)N(Cc3ccc(F)cc3)c3ccccc32)SC(=S)N1CCS(=O)(=O)O | 9.3% | 3.9
Cc1onc(-c2ccccc2Cl)c1C(=O)Nc1nnc(Cc2ccc(Cl)cc2)s1 | ? | nt
O=C(CSc1nc2ccsc2c(=O)n1NC(=O)c1ccccc1)Nc1nccs1 | ? | nt
COC(=O)c1ccc(N2NC(=O)/C(=C/c3ccc(-c4ccc(Cl)c(C(=O)O)c4)o3)C2=O)cc1 | 6.1% | 12.2
CSCCC(NC(=O)c1ccccc1)C(=O)NCCc1ccc2c(c1)OCCO2 (stereo unspecified) | ? | nt
Clc1ccc(-c2csc(N3CCCCCC3)n2)cc1 | ? | nt
Cc1cc(=O)oc(C)c1C(=O)N1CCN(C)CC1 | ? | nt

Additional entries.
SMILES | S3 lipid droplet | S3 lipid droplet cell count max
COc1ccc(N2CCN(S(=O)(=O)c3ccc4oc(=O)ccc4c3)CC2)cc1 | i | 15.4
O=C(C[n+]1ccc(C(=O)N/N=C/c2ccc(O)cc2)cc1)c1ccccc1 | i | nt
O=C(Cn1cc2c(n1)CCCCC2)NC1CCN(Cc2ccccc2)CC1 | ? | nt
CCOc1ccccc1NC(=O)C1CCCN(c2c(CC)c(C)nc3ncnn23)C1 (stereo unspecified) | i | nt
CCOc1ccc(S(=O)(=O)N2CCC(C(=O)Nc3cc(S(C)(=O)=O)ccc3Cl)CC2)cc1 | ? | nt
CCSc1nc2cc(OC)c(OC)cc2c(=O)n1CC | ? | nt
CCC(C)C(=O)Nc1nc(C)c(-c2csc(Nc3ccccc3OC)n2)s1 (stereo unspecified) | ? | nt
CC#CC(=O)N1CCC(C(=O)Nc2ccc(Oc3ccccc3)nc2)CC1 | ? | nt
CC(C)c1ccc(S(=O)(=O)N2CCN(C(=S)NCc3ccco3)CC2)cc1 | ? | nt
CCc1c(C)c2c(C)[nH]nc2oc1=O | -1.3% | -29.0
C=C(C)C(=O)Nc1cccc(C2=NOC3(C2)C[C@H](C(N)=O)N(C(=O)c2ccccc2C(=O)c2ccccc2)C3)c1 (stereo partly specified) | ? | nt
COc1ccc(CCNC(=O)CCCCn2c(=O)[nH]c3ccccc3c2=O)cc1OC | ? | nt
Nc1c2c(nc3ccccc13)CCCC2=O | ? | nt
COc1ccc(NC(=O)C2CCC(CNc3c(N4CCCCC4)c(=O)c3=O)CC2)c(OC)c1 (stereo unspecified) | -0.4% | -12.4
COCCCN(CCC#N)C(=O)c1c(-c2c(Cl)cccc2Cl)noc1C | -2.9% | 11.0
COc1cc(C2Nc3ccc4ccccc4c3C3=C2C(=O)CC(C)(C)C3)ccc1OCC(=O)O (stereo unspecified) | ? | nt
CCC(=O)N1CCc2cc(Br)cc(S(=O)(=O)N3CCC(C(=O)NC(C)(C)C)CC3)c21 | ? | nt
OC(C#CCCN1CCCCC1)(c1ccccc1)c1ccccc1 | 5.8% | 6.5
COc1ccc(CN(C)C(=O)c2cc(-c3ccc(C)cc3C)nc3ccccc23)c(OC)c1OC | -24.1% | -14.5
CC/C(=N\NC(=O)CSCc1ccc(Cl)cc1)c1ccc2c(c1)OCCO2 | -12.1% | 0.2
COc1cc(C(=S)N2CCC(Cc3ccccc3)CC2)ccc1OCC(N)=O | 9.4% | 19.8
COC(=O)c1ccc(N2CCC(C)CC2)c(N)c1 | ? | nt
Cc1c2cn[nH]c(=O)c2c(C)n1-c1ccccc1 | 0.1% | 21.3
c1ccc(-c2cc(-c3ccncc3)nc3ccc4ccccc4c23)cc1 | ? | nt
Cc1ccc(Cl)cc1N1CCN(C(=O)Cn2ccc3ccccc3c2=O)CC1 | -17.9% | -0.2
Cc1cccc2cc(CN(Cc3cccs3)Cc3nnnn3Cc3ccccc3)c(=O)[nH]c12 | ? | nt
O=S(=O)(NCC(c1cccnc1)N1CCOCC1)c1ccccc1 (stereo unspecified) | 6.2% | 14.7
COc1cccc(C(=O)N(C)C(C)c2nc3ccccc3s2)c1 (stereo unspecified) | ? | nt
O=C(NCc1ccco1)[C@@H]1CSC2c3ccccc3C(=O)N21 (stereo partly specified) | ? | nt
Cc1ccc(NC(=O)CN(C)Cc2ccc(Cl)cc2)cc1 | 10.0% | -2.8
COc1cc(C(=O)OCC(=O)N2c3ccccc3NC(=O)C2(C)C)ccc1OCC(C)C | ? | nt
CCOc1ncccc1C(=O)OCC(=O)Nc1cccc(S(N)(=O)=O)c1 | ? | nt
COc1ccccc1C(=O)N/C(=C\c1ccccc1)C(=O)NC(Cc1ccccc1)C(=O)O (stereo unspecified) | 6.5% | -6.3
CCOc1cc(N2CCOCC2)c(OCC)cc1NC(=O)c1ccccc1C | 5.9% | 13.5
COc1ccc2cc3cc(C(=O)NCC4CCCO4)oc3nc2c1 (stereo unspecified) | ? | nt
COc1ccc(S(=O)(=O)N2CCN(Cc3cccc(Cl)c3)CC2)cc1 | i | -1.3
Brc1cccc(Cn2c(-c3cncs3)nc3ccccc32)c1 | 2.6% | -24.2
NCCOc1cnn(-c2ccccc2Cl)c(=O)c1Cl | ? | nt
COc1ccccc1C1(CC(=O)N2CCOCC2)CCOC(C(C)C)C1 (stereo unspecified) | ? | nt
O=C(CCCN=C1NS(=O)(=O)c2ccccc21)OCc1cc([N+](=O)[O-])cc2c1OCOC2 | ? | nt

Quoted from the listing for reference:
SMILES | S3 lipid droplet | S3 lipid droplet cell count max
O=c1[nH]c(NCc2ccccc2)nc2c1CCCC2 | ? | nt
CN(CC(=O)Nc1ccccc1Cl)C(=O)COC(=O)/C=C/c1ccc(C(F)(F)F)cc1 | 2.6% | 18.6
CCCCn1nnnc1SCC(=O)Nc1sc2c(c1C#N)CCCC2 | ? | nt

An excerpt from above in order of the S3 lipid droplet cell count max value, largest number first.
SMILES | S3 lipid droplet | S3 lipid droplet cell count max
CCOc1cc(N2CCOCC2)c(OCC)cc1NC(=O)c1ccccc1C | 5.9% | 13.5
COc1ccc(S(=O)(=O)N2CCN(Cc3cccc(Cl)c3)CC2)cc1 | i | -1.3
COc1ccccc1C(=O)N/C(=C\c1ccccc1)C(=O)NC(Cc1ccccc1)C(=O)O (stereo unspecified) | 6.5% | -6.3
Brc1cccc(Cn2c(-c3cncs3)nc3ccccc32)c1 | 2.6% | -24.2

Next part:
SMILES | S3 lipid droplet | S3 lipid droplet cell count max
CC/C(=N\Nc1ccnc2cc(Cl)ccc12)c1ccc(O)cc1 | ? | nt
C=CCN1C(=O)c2cccc3c(N4CCCCC4)ccc(c23)C1=O | -20.1% | nt
O=C(Nc1ccc(F)cc1)N1CCC(c2nc3c(nnn3Cc3ccccc3Cl)c(=O)[nH]2)CC1 | ? | nt
Cc1ccc(S(=O)(=O)N2CC(O)C[C@H]2C(=O)OCC(=O)Nc2ccc(N3CCCCC3)cc2)cc1C (stereo partly specified) | 25.9% | nt
c1ccc(N2CC[N+]3(CCCC3)CC2)nc1 | 3.1% | 0.9
COc1ccc(CCNC(=O)C2CC2)cc1OC | 9.9% | -2.7
C=CCn1c(-c2ccccc2)c[nH]c1=S | ? | nt
COc1ccc(Oc2ccc(-c3ccn[nH]3)cc2)cc1 | -2.3% | -1.3
CCCCn1c(N)c(N(CC(C)C)C(=O)c2ccc(Cl)c(S(=O)(=O)N3CCCC3)c2)c(=O)[nH]c1=O | ? | nt
O=C(Nc1ccn(Cc2ccccc2)n1)c1cccc(Cn2cc([N+](=O)[O-])cn2)c1 | -6.5% | -22.8
O=C(c1ccccc1F)N1CCN(c2ccc([N+](=O)[O-])cc2-n2cccc2)CC1 | -20.6% | -13.3
O=C1CN(C(=O)c2cc(F)cc(F)c2)c2ccccc2N1 | i | nt
Cc1ccc(N/C(=C\C(=O)c2ccccc2)C(=O)O)cc1 | -0.9% | 22.7
Clc1ccccc1-c1nnc2sc(C3COc4ccccc4O3)nn12 (stereo unspecified) | i | nt
O=C(C1CCN(S(=O)(=O)c2cccs2)CC1)N1CCCC(C(F)(F)F)C1 (stereo unspecified) | ? | nt
Cc1ccnc(NS(=O)(=O)c2ccc(NC(=O)/C=C/c3cccs3)cc2)n1 | ? | nt
Cc1cc(C(=O)Nc2ccccc2)oc(=O)c1 | 6.9% | -0.6
CCc1cccc(C)c1NC(=O)CSc1nnc(-c2cc3cc(Br)ccc3o2)n1CC | ? | nt
Cc1ccccc1CC1SC(N=C(N)N)=NC1=O (stereo unspecified) | 28.4% | 10.0
COc1cc(/C=C/C(=O)N2CCN(C)CC2)cc(S(=O)(=O)N2CCc3ccccc32)c1OC | -8.8% | -5.6

Structures from the list above containing a tert-butyl group (two):
SMILES | S3 lipid droplet | S3 lipid droplet cell count max
CC(C)(C)NC(=O)Cn1c(-c2nonc2N)nc2ccccc21 | ? | nt
CCC(=O)N1CCc2cc(Br)cc(S(=O)(=O)N3CCC(C(=O)NC(C)(C)C)CC3)c21 | ? | nt
